Source: PubChem (National Center for Advancing Translational Sciences (NCATS))
HT1080 IDH1KD tx: qHTS for induction of synthetic lethality in tumor cells producing 2HG: qHTS for the HT-1080-IDH1KD cell line; HT-1080 IDH1 knockdown viability, ATP luminescence, 48 h; Potency, µM (highest dose often 46.1 µM), without a hit: top-dose activity, negative = toxicity, most hits filed as cytotoxic; 360,000 compounds, 2% hits; AID 686971, 2013;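 note: potency is the fitted concentration of half-maximal effect; 0% = DMSO wells and -100% = cell-free medium wells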
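HT-1080-IDH1KD cells (IDH1 knocked down), 750/well in RPMI with 5% FBS, treated with compound 48 h at 37 degrees C. Viability by CellTiter-Glo luminescence, normalised to DMSO and no-cell wells; concentration-response curves classed.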
GLP-1R agonist: qHTS of GLP-1 Receptor Agonists | Glucagon-like peptide 1 receptor (Homo sapiens), P43220 | HEK293 GLP-1R CRE-luciferase, luminescence, 4-6 h; cells express a hypersensitive GLP-1R form | Potency, µM (doses to about 45.6 µM), for inactives: top-dose activation, most hits filed as activators | 380,000 compounds, 0.007% hits; note: potency is the fitted concentration of half-maximal effect; % of control where 0% means no effect
Target sequence (P43220 whole entry, looked up): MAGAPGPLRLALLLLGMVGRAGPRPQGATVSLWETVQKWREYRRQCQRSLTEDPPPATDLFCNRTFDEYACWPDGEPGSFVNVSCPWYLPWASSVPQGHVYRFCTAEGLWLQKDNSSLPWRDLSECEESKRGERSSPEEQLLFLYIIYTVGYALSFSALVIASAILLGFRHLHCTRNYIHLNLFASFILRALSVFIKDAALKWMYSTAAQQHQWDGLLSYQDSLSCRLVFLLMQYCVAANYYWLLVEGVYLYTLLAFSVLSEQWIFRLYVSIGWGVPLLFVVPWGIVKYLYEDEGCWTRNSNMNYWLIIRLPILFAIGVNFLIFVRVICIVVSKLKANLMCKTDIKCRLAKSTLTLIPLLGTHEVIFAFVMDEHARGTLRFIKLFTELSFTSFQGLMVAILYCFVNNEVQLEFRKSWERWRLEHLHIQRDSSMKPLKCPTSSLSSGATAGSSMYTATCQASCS
HT1080NT lethal: qHTS for induction of synthetic lethality in tumor cells producing 2HG: qHTS for the HT-1080-NT fibrosarcoma cell line. HT-1080-NT fibrosarcoma viability, CellTiter-Glo ATP luminescence, 48 h. Potency, µM (highest dose often 46.1 µM), inactives show at the highest dose activity, negative = less viability, usual class: cytotoxic. 360,000 compounds, 1.6% hits;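 note: NT is the 2HG producing partner of a matched IDH1 knockdown line; potency is the fitted concentration of half-maximal effect; 0% = DMSO-treated cells and -100% = media-only wells without cells; nearly all actives have a fitted effect of over 55% in size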
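Viability by CellTiter-Glo luminescence after 48 h compound exposure at 37C of HT-1080-NT cells (750/well, RPMI, 5% FBS). % activity scaled between DMSO wells and medium-only wells, then curve-fitted and categorized by curve class.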
KB-3-1 cytotox: qHTS assay for MDR1-selective chemotherapeutics: Primary screen using the parental adenocarcinoma cell KB-3-1; Potency, µM (series often up to 46.1 µM), for the others: top-dose activity change, negative = cytotoxic, actives largely listed as cytotoxic; 400,000 compounds, 1.4% hits; AID 1347075, 2019; KB-3-1 viability, CellTiter-Glo ATP luminescence, 72 h; note: potency is the fitted concentration of half-maximal effect; % is set by controls: 0 for no effect and ±100 for the full control effect; nearly all actives have a fitted effect of over 60% in size
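Cytotoxicity in the drug-sensitive parental line KB-3-1 was scored as loss of CellTiter-Glo luminescence following 72 h incubation with compound. Values come from curve fitting of normalized concentration-response data.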
IL-1B inflam inh: qHTS for Inhibitors of Inflammasome Signaling: IL-1-beta AlphaLISA Primary Screen. THP-1 LPS/ATP IL-1B secretion, AlphaLISA, 16 h; active compounds read low. activity change, % at 57.5 µM. 360,000 compounds, 4.7% hits. AID 743279, 2014; in the data active = activity change below about -50%; inconclusive = mostly about -30% to -49%; note: % is set by controls: 0 for no effect and ±100 for the full control effect
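Secreted IL-1B measured by AlphaLISA bead assay after 16 h compound exposure of THP-1 cells; compounds (final up to 57.5 uM) added 1 h before LPS (250 ng/mL) and ATP (1.25 mM) stimulation; lower signal means less secretion.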
KB-V1 cytotox: qHTS assay for MDR1-selective chemotherapeutics: Primary screen using the drug-selected MDR subline cells KB-V1. KB-V1 MDR cells viability, CellTiter-Glo, 72 h. Potency, µM (doses to about 46.1 µM), for the others: at the top dose activity change, negative = cytotoxicity, actives largely listed as cytotoxic. 400,000 compounds, 3.4% hits. AID 1347076, 2019; note: potency is the fitted concentration of half-maximal effect; % is set by controls: 0 for no effect and ±100 for the full control effect; nearly all actives have a fitted effect of over 60% in size
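Cytotoxicity toward P-gp-expressing KB-V1 cells was determined as loss of CellTiter-Glo luminescence after 72 h at 37 degrees C. Compounds were tested in quantitative HTS format across a concentration range, with curves fitted to normalized data.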
SW480 rerep: A quantitative high throughput screen for small molecules that induce DNA re-replication in SW480 colon adenocarcinoma cells. SW480 DNA re-replication, Hoechst DNA content imaging, 48 h. Potency, µM (top dose mostly 46.1 µM), inactives show top-dose re-replication activation, hits mostly activators. 340,000 compounds, 1.8% hits. AID 624297, 2012; note: potency is the fitted concentration of half-maximal effect; % of control where 0% means no effect; nearly all actives have a fitted effect of over 55% in size
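Hoechst fluorescence of nuclei (405 nm excitation, 500-530 nm emission) measured by plate-scanning imager after 48 hr compound exposure at 37 C; re-replication scored as increased number of nuclei with elevated intensity.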
D3 antag: qHTS of D3 Dopamine Receptor Antagonist: qHTS. AID 652054, 2013. D(3) dopamine receptor (Homo sapiens), P35462. 360,000 compounds, 2.5% hits. max response, negative = inhibition, %. D3R cells, DiscoveRx beta-arrestin luminescence, antagonist mode; active compounds read low; in the data active = max response below about -50%; inconclusive = no clear call, values can overlap the other calls; note: % is set by controls: 0 for no effect and ±100 for the full control effect; mostly tested at two doses, the higher about 12 µM
Target sequence (P35462 whole entry, looked up): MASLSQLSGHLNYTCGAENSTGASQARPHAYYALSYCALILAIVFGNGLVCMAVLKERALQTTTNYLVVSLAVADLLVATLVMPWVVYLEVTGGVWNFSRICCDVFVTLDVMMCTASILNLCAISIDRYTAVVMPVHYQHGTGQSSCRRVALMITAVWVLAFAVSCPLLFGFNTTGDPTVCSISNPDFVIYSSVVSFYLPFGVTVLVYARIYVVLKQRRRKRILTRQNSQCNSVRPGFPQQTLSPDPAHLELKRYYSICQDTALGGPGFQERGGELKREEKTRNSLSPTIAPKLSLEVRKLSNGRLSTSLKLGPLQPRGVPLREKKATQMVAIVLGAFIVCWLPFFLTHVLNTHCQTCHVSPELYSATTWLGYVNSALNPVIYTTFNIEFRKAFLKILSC
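Cells expressing the human receptor were seeded at 1500 cells/well, incubated overnight at 37 degrees C in 5% CO2, then exposed to library compounds with dopamine controls for 90 minutes at 37 degrees C before luminescent detection.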
DRD3 agonist: qHTS of D3 Dopamine Receptor Agonist: qHTS. D3R DiscoveRx beta-arrestin cells, luminescence, 90 min. max activation, %. 410,000 compounds, 0.58% hits; in the data active = max activation above about 30%; note: 0% is about no effect; mostly tested at two doses, the higher about 12 µM
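Agonist mode: compounds and dopamine controls were applied to plated cells for 90 min at 37 degrees C after an overnight attachment at 1500 cells/well. Luminescent read-out followed 30 - 60 minutes at room temperature with DiscoveRx detection reagent.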
* hit, by the source's call; ? = inconclusive; . = not tested or not shown; & = joins results of further samples; [ ] = remark or other dose. Unless noted, calls come from the whole dose curve; as a rule, active = well fitted curve in the direction sought with a large enough effect; inconclusive = small, poorly fitted or top-dose-only effect, or another doubt; inactive = no such curve, though single readings can be large; an effect the other way counts as inactive or inconclusive. The order is random; any-hit rate near 12%.

Sample of the layout, 8 compounds:
SMILES	HT1080 IDH1KD tx	GLP-1R agonist	HT1080NT lethal	KB-3-1 cytotox	IL-1B inflam inh	KB-V1 cytotox	SW480 rerep	D3 antag	DRD3 agonist
CC(=O)c1ccc(NC(=S)N2CC(C)CC(C)C2)cc1 (stereo not drawn)	7%	0%	9%	-5%	3	-17%	-2%	9	-5
CCN(CC)c1ccc(/C=C2\C(=O)c3ccc(C(=O)O)cc3C2=O)cc1	6%	4%	1%	26%	18	0%	0%	-27	-10
COC(=O)c1ccc(-n2nnnc2SCC(=O)Nc2ccccc2OC)cc1	11%	5%	5%	-1%	4	12%	-12%	4	11
CC1(Oc2cccc(F)c2)CCN(Cc2csc3ccccc23)C1 (stereo not drawn)	2%	-2%	9%	0%	2	1%	.	-106*	-11
COc1ccccc1CCNC(=O)c1ccc(NC(=O)CC2SC(N3CCCC3)=NC2=O)cc1 (stereo not drawn)	7%	6%	1%	4%	8	15%	-2%	7	-14
O=C(Nc1ccc(Cl)cc1)c1nc[nH]c1C(=O)N1CCc2ccccc2C1	11%	-1%	5%	3%	-3	0%	-11%	1	11
Cc1nn(CC(=O)O)c(C)c1C	-2%	-8%	7%	-7%	-3	0%	-16%	-9	7
Cc1ccc(SCC(=O)OCC(=O)NC(C)c2ccc(Br)cc2)cc1 (stereo not drawn)	4%	-3%	0%	3%	12	6%	-2%	4	1

The whole of this part, repeating the preview:
SMILES	HT1080 IDH1KD tx	GLP-1R agonist	HT1080NT lethal	KB-3-1 cytotox	IL-1B inflam inh	KB-V1 cytotox	SW480 rerep	D3 antag	DRD3 agonist
CC(=O)c1ccc(NC(=S)N2CC(C)CC(C)C2)cc1 (stereo not drawn)	7%	0%	9%	-5%	3	-17%	-2%	9	-5
CCN(CC)c1ccc(/C=C2\C(=O)c3ccc(C(=O)O)cc3C2=O)cc1	6%	4%	1%	26%	18	0%	0%	-27	-10
COC(=O)c1ccc(-n2nnnc2SCC(=O)Nc2ccccc2OC)cc1	11%	5%	5%	-1%	4	12%	-12%	4	11
CC1(Oc2cccc(F)c2)CCN(Cc2csc3ccccc23)C1 (stereo not drawn)	2%	-2%	9%	0%	2	1%	.	-106*	-11
COc1ccccc1CCNC(=O)c1ccc(NC(=O)CC2SC(N3CCCC3)=NC2=O)cc1 (stereo not drawn)	7%	6%	1%	4%	8	15%	-2%	7	-14
O=C(Nc1ccc(Cl)cc1)c1nc[nH]c1C(=O)N1CCc2ccccc2C1	11%	-1%	5%	3%	-3	0%	-11%	1	11
Cc1nn(CC(=O)O)c(C)c1C	-2%	-8%	7%	-7%	-3	0%	-16%	-9	7
Cc1ccc(SCC(=O)OCC(=O)NC(C)c2ccc(Br)cc2)cc1 (stereo not drawn)	4%	-3%	0%	3%	12	6%	-2%	4	1
COc1ccc(Cl)cc1NC(=O)c1cnccn1	-1%	17%	2%	0%	13	28%	-8%	7	7
COc1ccc(CCN(C)C(=O)C2CCCN(C3CCN(Cc4ccccc4)CC3)C2)cc1OC (stereo not drawn)	-2%	-8%	-9%	-1%	-11	-24%	-1%	1	-11
CC(=O)c1ccc(N2CCN(C(=O)c3ccc(OCc4c(C)noc4C)cc3)CC2)cc1	-12%	-4%	-3%	-10%	31	-30%	-9%	2	-5
N=c1oc2cc(O)ccc2cc1C(=O)Nc1ccc(Cl)cc1	?	-4%	-4%	?	-89*	-18%	2.6µM*	26	5
CCOC(=O)N/N=C/c1ccc(C)o1	21%	-6%	6%	1%	-6	4%	-3%	23	1
Cc1ccccc1NP(=O)(c1ccccc1)c1nc2ccccc2s1 (stereo not drawn)	-7%	5%	-2%	-14%	5	?	0%	-9	2
COc1ccccc1N1CCN(C(=O)c2ccc3nc(-c4ccco4)c(-c4ccco4)nc3c2)CC1	?	-12%	?	?	?	23µM*	?	11	3
CC(NC(=O)Nc1ccc(Cl)c(Cl)c1)C(c1ccccc1)N1CCOCC1 (stereo not drawn)	?	-3%	23µM*	0%	-11	?	?	-1	-15
CCN(CC)c1ccc(/C=N/N2CCN(Cc3ccc(C)cc3C)CC2)c(O)c1	-1%	-10%	6%	14%	-6	?	0%	2	-12
CCCOc1ccc(C(CC(=O)O)NC(=O)c2ccc3c(c2)OCO3)cc1 (stereo not drawn)	1%	-2%	3%	11%	-6	8%	2%	-21	-4
Cn1cnc2cc(NCc3cccs3)ccc21	8%	6%	21%	23%	-6	-12%	-8%	-27	-5
C/C(N=Nc1nc2ccccc2s1)=N\Nc1ccccc1O	15µM*	3%	13µM*	?	122	-14%	?	-20	-12
Cc1ccc(C)c2[nH]c(=O)c(CCNC(=O)c3ccco3)cc12	13%	-1%	1%	?	-24	-2%	10%	-6	4
CCOc1ccc(-c2nnc3ccc(SCC(=O)N4CCN(c5ccccc5)CC4)nn23)cc1	13%	-6%	1%	19%	21	?	30%	30	-2
Cn1c(SCC(=O)N2CCOCC2)nnc1-c1cnccn1	11%	-17%	13%	8%	36	-1%	-3%	3	11
C/C(=N/N=C(\C)c1ccccc1O)c1ccccc1O	8%	5%	20%	8%	19	0%	1%	7	4
Cc1nnc(N2C(=O)C(O)=C(C(=O)c3ccco3)C2c2ccc(C(C)(C)C)cc2)s1 (stereo not drawn)	-28%	-14%	-7%	5%	20	1%	-7%	-83*	-18
COc1ccccc1NC(=O)CSc1nnc(Cn2cnc3ccccc32)o1	19%	5%	26%	-2%	5	3%	-9%	-6	-1
c1ccc(Nc2c(-c3ccco3)nc3ccccn23)cc1	3%	15%	7%	-2%	?	-16%	1%	21	7
Cc1ccc(S(=O)(=O)Oc2ccc(/C=C3/C(=N)N4C(=NC3=O)SN=C4S(C)(=O)=O)cc2)cc1	6%	-6%	13%	3%	-10	0%	-17%	3	7
CC(C)n1c(SCC(=O)Nc2ccccc2N2CCOCC2)nc2c1c(=O)n(C)c(=O)n2C	-2%	5%	-8%	1%	15	-21%	-1%	12	-9
CC(OC(=O)Cn1[nH]c(=O)c2ccccc2c1=O)C(=O)Nc1cccc(Cl)c1 (stereo not drawn)	0%	2%	-9%	7%	-9	-14%	0%	8	-7
COc1cc(C(=O)OCCCN=C2NS(=O)(=O)c3ccccc32)cc(OC)c1OC	8%	23%	25%	-28%	9	?	-21%	-1	18
COc1ccc(CN(Cc2cc3cccc(C)c3[nH]c2=O)C(=O)N(C)C)cc1	6%	0%	4%	0%	6	-7%	2%	32	-6
O=C(O)C[C@H]1c2ccc(C(F)(F)F)cc2S(=O)(=O)N1Cc1ccccc1	2%	-1%	1%	2%&-8%	37	6%&-11%	-29%[9.22 µM]	-14	-24
Cc1ccc(S(=O)(=O)N2CCN(CCNC(=O)C(=O)Nc3ccc(F)cc3)CC2)cc1	?	2%	?	-15%	-15	-5%	6%	18	32*
CNc1[nH]ncc1[N+](=O)[O-]	7%	4%	17%	-1%	5	-7%	-131%[inhibitor]	-4	-2
Cc1cc(N2CCN(C)CC2)nc2ccc(NC(=S)NCCC(C)C)cc12	-17%	19%	?	-11%	-6	-5%	121%	-13	-19
CN(C)S(=O)(=O)c1cccc(NC(=S)NCCCn2ccnc2)c1	-8%	6%	3%	12%	29	11%	-53%[inhibitor]	-8	-6
COc1ccc(S(=O)(=O)N(C(C)=O)c2ccc3oc(=O)sc3c2)cc1	-10%	4%	-10%	-4%	-3	-10%	-2%	-59*	3
C[C@H](CO)N1C[C@H](C)[C@H](CN(C)Cc2ccc(-c3ccccc3)cc2)Oc2ccc(NS(=O)(=O)c3ccccc3)cc2CC1=O	?	0%	?	?	-28	?	-5%	-11	-27
COc1ccc(Sc2nc(-c3ccccc3)ncc2C(=O)O)cc1	9%	0%	17%	-1%	-3	1%	-1%	-1	-14
c1ccc(-n2nnnc2Sc2ncnc3sc4c(c23)CCCC4)cc1	-1%	-19%	7%	0%	-25	-7%	?	-9	3
CC(OC(=O)c1ccc2c(c1)OCCO2)C(=O)NC1CCCCC1C (stereo not drawn)	6%	10%	9%	2%	45	?	-354%[inhibitor]	-10	9
Cc1nn(Cc2ccccc2Cl)c(C)c1N	22%	-5%	0%	4%	-11	-6%	-88%[inhibitor]	-10	1
CC(=O)N(C)c1nnc(-c2ccccn2)s1	5%	-8%	17%	2%	-17	3%	-36%[inhibitor]	-25	-4
O=C(c1cc(S(=O)(=O)N2CCCCC2)c(Cl)cc1N1CCOCC1)N1CCOCC1	6%	-6%	0%	0%	0	-12%	-3%	1	2
CCc1nnc(NC(=O)C2CCCN2S(=O)(=O)c2ccc(F)cc2)s1 (stereo not drawn)	3%	0%	5%	26%	35	2%	0%	7	6
